Bioassay records from PubChem BioAssay.
PLCb3 inh = blocks human PLC-beta3 enzyme activity; Q01970; Purified PLC-beta3, fluorogenic substrate, fluorescence; inhibition, % at 12.2 µM; 370,000 tested, 0.18% active; AID 720704; in the data active = inhibition above about 11%;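 note: 0% = median of compound wells on plate and 100% = full blocker control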
GAA850 FXN act = activators of GAA850 frataxin (FXN) promoter | AID 540364 | HEK293 lucGAA850 FXN promoter luciferase reporter, 24 h; percent of 10 µM SAHA response | 360,000 tested, 0.56% active | activation, % at 6 µM;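 active = activation above the average of all compounds screened plus 3 SD, cutoff fixed separately per campaign, cut at about 7.5% in these data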;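 note: 0% = DMSO wells and 100% = 10 µM SAHA wells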
hgDAF-12 ag = activates the H. glycines DAF-12 receptor ligand-binding domain | HEK293 GAL4-hgDAF12 UAS-luciferase reporter, agonist luminescence; normalized to butyrate control | activation, % at 6.8 µM | 370,000 tested, 1.8% active;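 active = activation above a cutoff set at the mean of all screened compounds plus 3 SD, cut at about 10% in these data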;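 note: 0% = DMSO wells and 100% = sodium butyrate wells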
ssDAF12 agonist = activators of S. stercoralis DAF-12 nuclear receptor. HEK293 ssDAF-12/GRIP1 lit1-tk-luc reporter, luminescence; % of 3 µM dafachronic acid response. 370,000 tested, 1% active. activation, % at 6.8 µM;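 active = activation above the mean over all tested compounds plus 3 SD, cut at about 0.9% in these data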;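 note: 0% = DMSO-only wells and 100% = 3 µM delta7-dafachronic acid wells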
DAX1 inh-1 = inhibitors of human orphan nuclear receptor DAX1 (NR0B1); HEK293 Gal4-DAX1 luciferase reporter, luminescence; P51843; 340,000 tested, 0.99% active; inhibition, % at 6.75 µM; AID 504766;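 active = inhibition above the mean over all tested compounds plus 3 SD, cut at about 4.2% in these data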;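 note: 0% = DAX1-transfected cells with DMSO and 100% = empty-vector control cells with DMSO; inhibition shows as a rise in luminescence from relieved DAX1 repression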
Target sequence (P51843 207-470 limits assumed): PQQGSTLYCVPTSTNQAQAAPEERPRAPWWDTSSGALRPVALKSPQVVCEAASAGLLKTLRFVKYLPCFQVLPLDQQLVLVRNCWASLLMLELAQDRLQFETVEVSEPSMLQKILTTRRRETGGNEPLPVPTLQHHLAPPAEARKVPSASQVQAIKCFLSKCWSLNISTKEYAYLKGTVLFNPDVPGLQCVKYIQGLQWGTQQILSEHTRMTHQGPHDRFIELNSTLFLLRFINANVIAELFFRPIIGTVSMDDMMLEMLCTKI
hcDAF-12 act = activators of H. contortus DAF-12 nuclear receptor. 370,000 tested, 1.4% active. HEK293 hcDAF-12 lit1-tk-luc reporter, luminescence; 0% DMSO, 100% Δ7-dafachronic acid. activation, % at 6.8 µM;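 active = activation above the mean of all tested compounds plus 3 SD, cut at about 5.5% in these data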;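 note: 100% = response to 3 µM Δ7-dafachronic acid high control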
SMARCA2 act = increases SMARCA2 function in MMTV reporter cells | MG213 cells, MMTV-luciferase reporter, dexamethasone, overnight | 370,000 tested, 1% active | activation, % at 9.1 µM; in the data active = activation above about 7.8%;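 note: 0% = vehicle wells and 100% = reference activator wells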
PG9 binder = small molecules binding HIV-1 gp120 antibody PG9; TR-FRET gp120-PG9 antibody binding; inhibition, % at 6.7 µM; 360,000 tested, 0.43% active; AID 624416; in the data active = inhibition above about 8.5%
HGIII-sPLA2 inh = Inhibits HGIII-sPLA2 liposome hydrolysis, primary screen; 370,000 tested, 0.56% active; inhibition, % at 12.2 µM; Q9NZ20; QFRET BODIPY PC-A2 liposome hydrolysis, fluorescence;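 active = inhibition above mean plus 3 SD of compounds lying within the high and low control bounds, cut at about 19% in these data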;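 note: 0% = median of test compound wells and 100% = no enzyme DMSO wells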
DAX1 inh-2 = DAX1 (NR0B1) inhibition, primary screen. HEK293T StAR-luciferase reporter, SF-1/DAX-1 repression relief. inhibition, % at 6.8 µM. 370,000 tested, 1.1% active. AID 652010;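 active = inhibition above the mean over all tested compounds plus 3 SD, cut at about 3.6% in these data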;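 note: 0% = DAX-1 cells with DMSO and 100% = cells lacking DAX-1 with DMSO; higher inhibition means more luminescence from relief of DAX-1 repression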
Rev-erbA mod = modulators of human Rev-erb alpha DNA binding; activity, % at 10 µM; 370,000 tested, 0.79% active; AID 1259318; Rev-erbα–FITC-DNA binding, fluorescence polarization, 90 min; P20393;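 active = activity above about 14%, limit read from the data; passing the limit was not always enough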;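 note: 0% = DMSO wells with 35 nM protein and 100% = DMSO wells with 750 nM protein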
Target sequence (P20393 whole entry, looked up): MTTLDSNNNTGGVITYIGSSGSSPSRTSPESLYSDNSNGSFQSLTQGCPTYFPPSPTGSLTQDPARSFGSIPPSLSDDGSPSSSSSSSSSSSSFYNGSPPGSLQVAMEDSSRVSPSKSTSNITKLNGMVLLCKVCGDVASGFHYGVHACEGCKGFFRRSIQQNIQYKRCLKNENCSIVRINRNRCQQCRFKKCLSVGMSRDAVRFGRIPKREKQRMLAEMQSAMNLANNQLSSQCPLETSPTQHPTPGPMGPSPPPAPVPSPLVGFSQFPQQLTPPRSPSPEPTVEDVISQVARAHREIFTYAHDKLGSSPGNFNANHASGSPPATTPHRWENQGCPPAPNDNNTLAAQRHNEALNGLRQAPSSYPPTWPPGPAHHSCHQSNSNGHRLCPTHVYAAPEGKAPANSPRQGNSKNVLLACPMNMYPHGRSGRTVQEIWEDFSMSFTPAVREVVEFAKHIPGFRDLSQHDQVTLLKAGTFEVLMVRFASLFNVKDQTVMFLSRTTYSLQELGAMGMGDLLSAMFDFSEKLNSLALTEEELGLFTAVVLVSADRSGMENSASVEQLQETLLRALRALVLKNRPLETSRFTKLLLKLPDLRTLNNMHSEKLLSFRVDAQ
* marks the source's active call; other numbers are inactive results; / = not tested or not shown.

SMILES | PLCb3 inh | GAA850 FXN act | hgDAF-12 ag | ssDAF12 agonist | DAX1 inh-1 | hcDAF-12 act | SMARCA2 act | PG9 binder | HGIII-sPLA2 inh | DAX1 inh-2 | Rev-erbA mod
Cc1cc(C(=O)Nc2ccc3ccccc3c2)c(C)o1 | -2 | 2.6 | 18* | 1.7* | 1.7 | 8.5* | 4 | 0.5 | -16 | 2.7 | 2
Cn1cnc([N+](=O)[O-])c1Sc1ccccc1 | 5 | -1.2 | -1.9 | -1.8 | -1.4 | -1.6 | 0 | 2.5 | 2 | -0.6 | 3
O=C(CCc1nnc(CCCCc2ccccc2)o1)NCc1cccc(F)c1 | -1 | 4.3 | 1.6 | -1.1 | 1.4 | -3.2 | 1 | -1.3 | -4 | -0.4 | -1
CC(C)(C)c1cnnn1-c1ccc([N+](=O)[O-])cc1 | 1 | 1.1 | -1.3 | -1.4 | 2.9 | -0.4 | -2 | 0.1 | 4 | 0.3 | -6
CC(NC(=O)c1ccc(-c2cc(C(F)(F)F)ccc2Cl)o1)c1ccccc1 (configuration not stated) | 1 | 0.3 | 1.7 | -1.3 | 0.0 | -1.1 | 2 | 3.7 | -3 | -0.6 | 30*
COc1ccc2c(c1)O/C(=C\c1ccccc1O)C2=O | -80 | 4.4 | 13* | -0.2 | / | 4.7 | 5 | -3.8 | 5 | 1.3 | -5
COc1cccc(COC(=O)C2CCN(S(=O)(=O)c3ccc(C)cc3)CC2)c1OC | 0 | 0.9 | -0.7 | -0.2 | -0.4 | -2.4 | -2 | -0.4 | -5 | 0.6 | 4
COc1ccc(-c2nc(N)ncc2-c2ccccc2)c(O)c1 | -7 | 3.5 | -3.0 | -1.6 | -0.9 | -1.4 | 0 | -0.6 | -5 | -0.6 | 11
CCN(C(=S)NC(=O)C1CCCC1)C1CCCCC1 | -1 | -0.4 | -0.1 | -0.9 | 0.5 | -0.7 | -1 | 0.5 | 3 | 0.2 | 3
Cc1ccc(/C=N/N=C2/NC(=O)C(CC(=O)Nc3ccccc3)S2)o1 (configuration not stated) | 3 | 2.0 | 2.4 | -0.9 | 0.2 | 0.7 | -3 | 0.8 | -10 | 0.1 | -4
CCCCNC(=O)c1nn2cc(Br)cnc2c1Br | -5 | / | -0.7 | -1.4 | / | -0.4 | 1 | -0.7 | -1 | -0.4 | -6
O=C(COC(=O)CCc1nc2ccccc2c(=O)[nH]1)Nc1ccc(N2CCOCC2)cc1 | -5 | 1.4 | -0.8 | -0.7 | 0.8 | -1.3 | -4 | -2.1 | -5 | 1.1 | 3
COc1cccc(CNC(=O)COC(=O)CN2C(=O)NC3(CCCCC3C)C2=O)c1 (configuration not stated) | -1 | -0.2 | 0.0 | -0.3 | 0.4 | 0.3 | -1 | -1.8 | -1 | 0.7 | -6
COC(C/C=C\[C@H](O)COCc1ccccc1)OC | 3 | 1.4 | 0.1 | -0.8 | 0.4 | 0.2 | -1 | -0.4 | 9 | -0.2 | -4
CCOC(=O)CC1(CC(=O)OCC)NC(=O)c2c(C)sc(C(=O)OCC)c2N1 | -350 | 1.1 | 3.3 | -0.6 | -1.0 | -1.9 | 3 | 1.9 | 1 | 0.1 | -2
Cc1cc(C)cc(-n2cc[nH]c2=S)c1 | 6 | 0.8 | 1.9 | -1.6 | -0.3 | 0.8 | -3 | -2.4 | 14 | -1.2 | 0
Cc1nn(Cc2ccc(Cl)cc2)c(Cl)c1/C=N/NC(=O)c1cccnc1 | -1 | 1.4 | -2.2 | -1.4 | -0.8 | -2.5 | -1 | -1.2 | -3 | -1.7 | -1
O=C(Nc1ccc(NC(=O)c2cccs2)cc1)c1ccco1 | 3 | 5.4 | 6.2 | -0.9 | 1.0 | -0.8 | 5 | 0.6 | -2 | 1.6 | -4
CCOC(=O)CNC(=O)N1CCCC(CCC(=O)NCc2ccc(F)c(F)c2)C1 (configuration not stated) | 1 | -0.1 | 0.9 | -1.3 | 1.8 | -1.7 | -1 | -2.7 | -5 | -0.5 | -1
CCC(=O)NC(c1cccc([N+](=O)[O-])c1)c1c(OC(C)=O)ccc2ccccc12 (configuration not stated) | 5 | -0.4 | -1.6 | -1.5 | -0.4 | -1.4 | -1 | 0.6 | -17 | -0.6 | 5
CC(=O)Nc1cccc(C(=O)OCN2C(=O)c3ccccc3C2=O)c1 | -8 | 1.7 | -0.4 | -1.0 | 0.9 | 1.2 | -2 | -0.8 | 2 | 1.3 | -6
c1ccc2c(c1)ccc1nnc(SCc3ccc4c(c3)OCCO4)n12 | 0 | 2.6 | 0.9 | -1.5 | 1.6 | 0.8 | 3 | 1.0 | 0 | -0.8 | 1
O=C(Nc1ccc(Cl)c(-c2nc3ccccc3[nH]2)c1)c1ccc2c(c1)OCO2 | 2 | 0.9 | 0.6 | -1.4 | -1.1 | -2.4 | 2 | -0.7 | -15 | -0.9 | -1
COc1ccc(CCNC(=O)CNS(=O)(=O)c2ccc(F)c(Cl)c2)cc1OC | -2 | 1.6 | -0.6 | -1.7 | -0.3 | 0.0 | -1 | -1.3 | -13 | -0.5 | -4
COC(=O)CN(n1cnnc1)S(=O)(=O)c1ccccc1 | 2 | 0.3 | -1.4 | -1.2 | 0.0 | -0.1 | -5 | 2.4 | 1 | -0.5 | -1
O=C(O)c1ccc2c(c1)N(Cc1ccc(F)cc1)C(=O)c1ccccc1S2 | -1 | 1.1 | -2.0 | -1.6 | 5.0* | -1.8 | -4 | 1.2 | -28 | 0.7 | 0
CCOC(=O)N1CCN(C(=O)CN2C(=O)NC(c3ccccc3)(c3ccccc3)C2=O)CC1 | -4 | 1.2 | 0.9 | -1.1 | 0.4 | -0.7 | 0 | -0.7 | -1 | -0.4 | 6
Cc1c(-c2ccccc2)sc(N)c1C(=O)N1CCOCC1 | -192 | 0.5 | 0.1 | -0.8 | 1.2 | -3.7 | 1 | -2.0 | 3 | -0.5 | 3
CCOC(=O)CSc1n[nH]c(NS(=O)(=O)c2ccccc2C(F)(F)F)n1 | 6 | 2.0 | 0.0 | -0.9 | 0.6 | -1.4 | -3 | -3.2 | 0 | -0.2 | -1
O=C(CC1C(=O)NCCN1Cc1ccccc1F)NC1CCCCCC1 (configuration not stated) | -15 | 2.2 | -0.1 | -0.5 | -0.9 | -1.6 | 0 | 0.4 | -4 | -0.9 | -4
Cc1ccc2oc(C(=O)Nc3ccc(S(=O)(=O)Nc4onc(C)c4C)cc3)c(C)c2c1 | -9 | 2.0 | -2.8 | -1.2 | 0.0 | -2.7 | -1 | -0.2 | 3 | -0.5 | -4
COc1ccc(CNC(=O)COC(=O)c2ccc(F)c(S(=O)(=O)N3CCOCC3)c2)cc1 | 3 | -0.7 | 0.3 | -1.2 | 0.2 | -0.2 | 0 | -0.5 | -2 | 0.0 | 0
CC[C@]12c3[nH]c4ccc(Cl)cc4c3CCN1C(=O)[C@@H](CC(=O)NC(C)(C)C)C[C@@H]2C(=O)N1CCN(C(=O)c2ccco2)CC1 | -1 | -5.0 | -3.4 | -1.2 | -1.6 | -1.4 | 2 | -0.7 | -11 | -0.8 | -1
Fc1ccc(-c2ccc(Nc3cccc(F)c3)nn2)cc1 | 3 | 8.3* | 6.4 | -1.4 | 1.5 | -0.4 | 2 | -2.0 | -7 | 1.3 | -2
CCN(CC)S(=O)(=O)c1ccc2oc(C(=O)NC3CC3)c(C)c2c1 | -9 | -1.8 | 1.1 | -1.0 | -0.7 | -0.8 | -2 | -1.2 | -3 | -0.3 | 7
COCCN(CCNC(=O)c1ccc(NC2=NC3CS(=O)(=O)CC3S2)cc1)Cc1ccco1 (configuration not stated) | 1 | 2.3 | 2.2 | -0.8 | 0.4 | -0.3 | 1 | -1.2 | -1 | 0.2 | 0
Cn1nc(-c2ccc(OCC(N)=O)cc2)c2ccccc2c1=O | -1 | 1.0 | -1.2 | -1.9 | 0.2 | 2.3 | -1 | -0.5 | 1 | 0.2 | -4
N#C/C(=C\c1ccc(F)cc1)c1nc(-c2ccco2)cs1 | -5 | 6.4 | 3.3 | -0.6 | 1.0 | -0.7 | 0 | -1.6 | 2 | 0.6 | 1
O=C(CCn1nnc(-c2cccs2)n1)NCc1ccco1 | 2 | / | 2.5 | -0.7 | / | -1.1 | 0 | / | -2 | 0.3 | 5
c1ccc2nc(SCc3cn4ccccc4n3)cnc2c1 | -18 | 5.3 | 4.2 | -0.8 | 2.1 | -0.5 | 2 | -0.1 | 2 | 0.3 | 8
CN(C)S(=O)(=O)c1cccc(NC(=O)c2cccc(S(=O)(=O)N3CCCCCC3)c2)c1 | -2 | 2.5 | -4.6 | -1.6 | -2.7 | -4.4 | -4 | 1.1 | -34 | -5.7 | 6
CSCCCNC(=O)CN1C(=O)C2CCCCN2C(=O)c2ccccc21 (configuration not stated) | 2 | / | -1.9 | -0.7 | / | -0.1 | 3 | / | 3 | 0.5 | 5
COC(=O)c1c(NC(NC(=O)C(C)(C)C)C(Cl)(Cl)Cl)sc2c1CCC2 (configuration not stated) | 6 | 1.4 | 0.2 | -1.9 | 0.7 | -0.4 | -1 | 0.7 | 13 | -0.7 | -2
Cc1c(C(=O)/C=C/c2ccccc2F)c2cc(O)ccc2n1C | 1 | 2.0 | 6.9 | -0.7 | 0.9 | 2.0 | 2 | -1.9 | 4 | -0.8 | -3
Cc1ccc(OCCN(C)C(=O)CC2C(=O)NCCN2CC(C)(C)C)cc1 (configuration not stated) | -19 | 2.0 | 2.1 | -0.3 | -0.3 | -0.2 | 2 | -3.6 | -8 | 0.1 | -1
CN(CC(=O)Nc1c(Cl)cccc1Cl)C(=O)c1ccc(-n2cncn2)c([N+](=O)[O-])c1 | 2 | 0.2 | 0.8 | -0.9 | -0.6 | -0.5 | -1 | 2.7 | 6 | -0.8 | 3
CC(=O)Nc1sc2c(c1C#N)CCC2 | 4 | 0.1 | -2.7 | -2.5 | -0.7 | -2.9 | 1 | 0.4 | -2 | -1.5 | 4
O=C(NC1CC1)c1cc(-c2ccc(Br)cc2)nc2ccccc12 | -3 | 1.1 | -4.7 | -1.4 | -1.6 | -1.7 | 1 | -0.6 | -4 | -3.0 | 1
Cc1ccc2c(c1)N(C(C)C(=O)NCc1ccccn1)C(=O)CO2 (configuration not stated) | -7 | 1.0 | -0.6 | -1.0 | 1.2 | 0.0 | -2 | 1.5 | 3 | 0.3 | -9
Cc1sc2ncnc(SCC(=O)N(C)C3CCS(=O)(=O)C3)c2c1C (configuration not stated) | -4 | 0.3 | -2.5 | -2.3 | -0.3 | 1.6 | -2 | -0.1 | -3 | -0.5 | -4
Cc1cccc(CCNC(=O)CCS(=O)(=O)c2ccc3nc(C)sc3c2)c1 | 1 | 0.6 | -1.2 | -1.6 | -2.1 | -2.0 | -2 | 0.9 | -3 | -0.4 | -5
